Screening results from PubChem.
PMK inhibit: inhibitors of Streptococcus pneumoniae phosphomevalonate kinase | purified PMK, PK/LDH-coupled NADH absorbance 340 nm | inhibition, % at 10 µM | 0.49% of 65,000 active;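 active = top-ranked compounds by inhibition in the single 10 µM screen, taking a fixed number of the strongest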;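 also: 0% = full reaction with DMSO carrier and 100% = background rate without enzyme reaction; no value below 0 was filed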
Bfl-1 inhibitors: Bfl-1 inhibitors, primary screen, biochemical, fluorescence polarization, FITC-Bid, mouse (AID 432); FITC-Bid BH3 peptide fluorescence polarization displacement; higher % means a stronger effect; displacement, % at 20 µM; hits with a dose series show IC50 in µM; 0.02% of 64,000 active; in the data active = a potency from the dose series; inactive = the rest, 99 in 100 with displacement below about 15%; also: strong numbers were not always called active
Spn DPM-DC inh: inhibitors of Streptococcus pneumoniae diphosphomevalonate decarboxylase | calls only at 10 µM | AID 556 | 0.49% of 65,000 active | purified DPM-DC, PK/LDH coupled NADH fluorescence;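 active = the 320 compounds with the highest percent inhibition in the single-dose primary screen, excluding strongly autofluorescent ones, cut at about 32% in these data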;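 also: kinetic rate of NADH fluorescence loss reporting ADP formed by the decarboxylase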
HPDE-C7 cytotoxicity: cytotoxicity in HPDE-C7 cells, cell-based, fluorescence, HTS (AID 430); 1.8% of 63,000 active; cytotoxicity, % at 10 µM, or EC50 in µM where a hit was titrated; HPDE-C7 pancreatic duct cells viability, fluorescence; higher % means a stronger effect;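 also: cells exposed to compound for 48 hours before viability readout; 0% = vehicle and 100% = reference cytotoxic drug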
HT1080 viability: HT1080 cell viability loss – fluorescence readout (AID 620) | HT1080 viability, fluorescence; higher % means a stronger effect | 0.42% of 87,000 active | cytotoxicity, % at 10 µM, or EC50 in µM where a hit was titrated;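 also: cells exposed to compound overnight then 4 h with Alamar Blue; 0% = vehicle DMSO and 100% = killing control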
KRASV12 cytotoxicity: viability loss of HPDE-C7K cells – cell-based, fluorescence, HTS, primary screen (AID 431) | HPDE-C7K KRASV12 cells, Alamar Blue viability, 48 h; higher % means a stronger effect | cytotoxicity, % at 10 µM, or EC50 in µM where a hit was titrated | 1.7% of 63,000 active;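 active = compounds whose percent cytotoxicity in the single-dose primary screen, scaled between solvent and toxic-drug controls, exceeds 50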;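 also: 0% = DMSO solvent wells and 100% = doxorubicin-treated wells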
TNAP inhibition: inhibition of tissue-nonspecific alkaline phosphatase – biochemical, luminescent (AID 518) | inhibition, % at 20 µM, or IC50 in µM where a hit was titrated | purified TNAP enzyme, luminescent substrate readout; higher % means a stronger effect | 0.09% of 64,000 active; in the data active = a potency from the dose series; inactive = the rest, 99 in 100 with inhibition below about 22%;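 also: plate controls were vehicle for no effect and reference inhibitor for full effect; many of its hits are not listed in these tables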
MK inhibit: blocks S. pneumoniae mevalonate kinase. purified MK, PK/LDH-coupled NADH absorbance 340 nm. inhibition, % at 10 µM. 0.48% of 65,000 active;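 active = ranked among the strongest by inhibition in the single 10 µM screen, a fixed top-ranked set picked for dose follow-up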; also: no value below 0 was filed
LYP phosphatase: inhibition of human PTPN22 tyrosine phosphatase – biochemical, DiFMUP fluorescence, recombinant catalytic domain, 10 µM, primary screen (AID 606); recombinant LYP catalytic domain, DiFMUP fluorescence; higher % means a stronger effect; inhibition, % at 10 µM, or IC50 in µM where a hit was titrated; 52,000 tested, under 10 active;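 active = IC50 under 40 µM in the dose-response test; inactive = IC50 of 40 µM or more, or never dose-tested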
PMK inhibit pilot replicates: recorded beside PMK inhibit, whose call it bears; inhibition, %; measured here: pilot screen replicates
MK inhibit pilot replicates: recorded beside MK inhibit, whose call it bears; inhibition, %; measured here: pilot screen replicates
Spn DPM-DC inh pilot screen %: second read-out of Spn DPM-DC inh, no call of its own (marks repeat the call); inhibition, %; measured here: pilot screen trials
Starred values were filed as active, the others as inactive; i = inactive; . = no result given; + = active, no number. Rule as the data show it, unless noted: active = cytotoxicity above about 50%; inactive = the rest. Not a hit list. About 3.5% of those tested had a hit in this group.

SMILES	PMK inhibit	Bfl-1 inhibitors	Spn DPM-DC inh	HPDE-C7 cytotoxicity	HT1080 viability	KRASV12 cytotoxicity	TNAP inhibition	MK inhibit	LYP phosphatase	others
CC(C)C(c1nnnn1C1CCCCC1)N1CCOCC1 (configuration not stated)	17	-11%	i	2%	-12%	10%	7%	0	-5%
Cc1ccc(NC(=O)COC(=O)c2ccc3c(c2)NC(=O)C2CCCN32)cc1 (configuration not stated)	15	-4%	i	3%	7%	-10%	0%	11	7%
COc1ccc(N2CCN(C(=O)CSc3ncnc4c3cnn4-c3ccc(OC)cc3)CC2)cc1	12	-6%	i	10%	18%	19%	10%	0	-17%
CCN(CC)CCCNC(=O)c1cc2c(=O)n(C)c3ccccc3c2n1C	3	-2%	i	10%	5%	-4%	3%	5	0%
Cc1nn(-c2nc3ccccc3[nH]2)c(N)c1-c1ccccc1	1	0%	i	-11%	-2%	-15%	-9%	6	-18%	PMK inhibit pilot replicates=0.0;MK inhibit pilot replicates=0.0;Spn DPM-DC inh pilot screen %=1.0
Nc1nonc1-c1nc2ccccc2n1Cc1ccc(Cl)cc1	0	0%	i	12%	-4%	3%	4%	0	10%
COC(=O)c1ccccc1NC(=O)N1c2ccccc2CC1C (configuration not stated)	0	-9%	i	-8%	-4%	-14%	11%	4	-29%
CCOC(=O)c1ccc(N2C(=O)c3n[nH]c(C)c3C2c2ccccc2)cc1 (configuration not stated)	0	-2%	i	-15%	16%	-23%	-4%	5	11%
CN(C)C(=O)CN1C(=O)C2CCCCN2C(=O)c2ccccc21 (configuration not stated)	19	5%	i	-6%	-12%	15%	4%	5	7%
Cc1cc(NS(=O)(=O)c2ccc(NC(=O)Nc3cccc(Cl)c3)cc2)no1	9	5%	i	-18%	-3%	-10%	16%	4	4%
CN1CCN(C(=O)c2cc3c(n(-c4ccccc4)c2=O)CC(C)(C)CC3=O)CC1	22	-5%	i	6%	0%	-5%	11%	0	.
N#CC1=C(N)Oc2cc(O)ccc2C1C1CCCCC1 (configuration not stated)	0	2%	i	25%	-2%	29%	14%	1	10%	PMK inhibit pilot replicates=1.5;MK inhibit pilot replicates=1.5;Spn DPM-DC inh pilot screen %=4.5
CCc1c(C)nc2ncnn2c1Nc1ccc(C#N)c(Cl)c1	5	-5%	i	-6%	2%	-2%	6%	12	-6%
CCOC(=O)C1=C(C)N=C2SC(CC)C(=O)N2C1c1cccc(F)c1 (configuration not stated)	11	11%	i	-22%	7%	-17%	4%	7	.
COc1ccccc1C1CC(c2ccc(C)cc2)Nc2ncnn21 (configuration not stated)	3	-2%	i	-5%	2%	-18%	7%	0	-1%	PMK inhibit pilot replicates=0.0;MK inhibit pilot replicates=7.5;Spn DPM-DC inh pilot screen %=4.0
Cc1ccc(NC(=O)C2CCCN(S(=O)(=O)c3c(C)noc3/C=C/N(C)C)C2)cc1F (configuration not stated)	0	4%	i	-18%	-2%	-4%	1%	1	.
COc1cccc(C(=O)OC2CCCN(C)C2)c1 (configuration not stated)	3	0%	i	5%	2%	-9%	12%	.	.
CCOC(=O)Nc1ccc2c(c1)ncn2C1CCCCC1	5	-4%	i	-18%	8%	-9%	-4%	8	1%
COc1ccc(C2C(=O)N(CCc3ccccc3)CC(=O)N2C2CCCC2)cc1 (configuration not stated)	10	-11%	i	-20%	2%	1%	5%	0	.
O=C(Cn1c(C(=O)N2CCN(C3CCCCC3)CC2)cc2sccc21)c1ccccc1	2	8%	i	-10%	0%	-10%	-1%	3	.
O=C(CS(=O)(=O)c1cn(Cc2ccc(F)cc2)c2ccccc12)N1CCCCC1	9	-8%	i	-8%	2%	-4%	24%	5	.	PMK inhibit pilot replicates=1.0;MK inhibit pilot replicates=0.0;Spn DPM-DC inh pilot screen %=0.0
O=C(c1ccc(S(=O)(=O)N2CCOCC2)cc1)N1CCN(c2ccccc2F)CC1	1	3%	i	-19%	7%	-31%	3%	14	3%
Cc1noc(C)c1C(=O)Nc1nnc(-c2ccccc2)s1	7	-5%	i	-4%	1%	6%	2%	5	.
Cn1c(Cc2csc(N)n2)nnc1SCC(=O)NC1CCCCC1	6	-3%	i	-4%	1%	-1%	16%	6	21%	PMK inhibit pilot replicates=2.5;MK inhibit pilot replicates=7.0;Spn DPM-DC inh pilot screen %=6.5
COc1cccc(N(CC(=O)NCCSc2ccccc2)S(C)(=O)=O)c1	11	-4%	i	.	3%	.	13%	4	8%
The results go on.
SMILES	PMK inhibit	Bfl-1 inhibitors	Spn DPM-DC inh	HPDE-C7 cytotoxicity	HT1080 viability	KRASV12 cytotoxicity	TNAP inhibition	MK inhibit	LYP phosphatase	others
O=C(O)c1ccccc1C(=O)OCc1ccccc1	0	2%	i	-24%	.	-24%	14%	6	5%
CCn1c(COc2ccccc2)nnc1SCC(=O)Nc1cc(OC)ccc1OC	11	-4%	i	.	-16%	.	2%	12	-2%
CC(=O)N1CCN(C(=O)CCc2c[nH]c3ccccc23)CC1	12	0%	i	-10%	-2%	-5%	2%	9	.
CC(C)(C)OC(=O)N1CCOCCOCCN(C(=O)OC(C)(C)C)CCOCC1	14	4%	i	-8%	5%	-10%	2%	8	.
O=C(NCc1ccccn1)c1ccc(Cl)cc1Cl	0	-11%	i	-15%	7%	-7%	8%	14	0%
CN1C(=O)c2c(sc3c2CCCC3)NC1c1ccccc1O (configuration not stated)	6	-5%	i	-13%	4%	13%	20%	7	14%	PMK inhibit pilot replicates=0.0;MK inhibit pilot replicates=0.0;Spn DPM-DC inh pilot screen %=0.0
CCOC(=O)c1nnn(-c2nonc2-n2cccc2)c1CN1CCC(C)CC1	12	1%	i	-5%	-7%	9%	-2%	2	-6%
CCOC(=O)c1[nH]c(=O)[nH]c1COC(=O)c1cc2ccccc2o1	5	1%	i	-3%	-6%	-7%	-17%	0	1%
CCCCN(C(=O)NC(=O)C1=C(N2CCOCC2)/C(=C/c2ccccc2)CC1)S(C)(=O)=O	0	4%	.	-10%	-5%	-3%	-2%	9	.
Cc1c(C(=O)OCC(=O)c2ccc3c(c2)OCCO3)oc2ccccc12	0	-7%	i	-1%	3%	-4%	13%	11	.
O=C(NC1CCCc2ccccc21)C1CCN(S(=O)(=O)N2CCCCCC2)CC1 (configuration not stated)	18	-8%	i	-22%	-9%	1%	7%	0	-3%
COc1ccc2cc(C(c3nnnn3Cc3ccc(F)cc3)N3CCCCCC3)c(=O)[nH]c2c1 (configuration not stated)	13	-4%	i	5%	7%	6%	16%	6	.
CCOc1ccc(CCNC(=O)C2CCCN(c3nn4c(=O)cc(C)nc4s3)C2)cc1OCC (configuration not stated)	14	0%	i	.	2%	.	7%	0	-16%
Cc1ccc(-c2nnn(CC(=O)N(c3cccc(F)c3)C(C(=O)NC3CCCC3)c3ccco3)n2)o1 (configuration not stated)	0	-3%	i	-12%	-4%	-8%	6%	8	6%
COc1ccc(Nc2oc(-c3cccs3)nc2C#N)cc1	2	0%	i	8%	2%	-2%	7%	0	9%
Cc1ccccc1-n1nnnc1-c1ccccc1	0	-2%	i	-2%	12%	2%	16%	4	-6%
CCOC(=O)Cc1csc(NC(=O)COc2ccc(OC)cc2)n1	3	-4%	i	-19%	6%	-11%	0%	4	12%
O=C(O)CN(c1ccccc1F)S(=O)(=O)c1ccccc1	2	-6%	i	-9%	.	0%	10%	10	.
COC(=O)C(C)Sc1nnc(Cc2cc(=O)[nH]c(=O)[nH]2)n1-c1ccc(Cl)cc1 (configuration not stated)	20	0%	i	1%	0%	-5%	9%	6	.
CCOc1ccc(NCCC(=O)c2ccc3c(c2)OCO3)cc1	2	2%	i	13%	-4%	15%	21%	13	.	PMK inhibit pilot replicates=9.5;MK inhibit pilot replicates=0.0;Spn DPM-DC inh pilot screen %=4.0
O=C(Nc1cccc(Cl)c1)C1CCCN(S(=O)(=O)c2cnc[nH]2)C1 (configuration not stated)	13	6%	i	-4%	2%	5%	12%	1	0%
CSc1nnnn1CCn1nnnc1SC	4	-4%	i	3%	1%	4%	0%	0	-6%
COc1ccc(C)cc1C(=O)C1CC(C(=O)O)C(C)(C)C1C (configuration not stated)	7	0%	i	-12%	-2%	-1%	4%	0	.
COc1ccc(S(=O)(=O)N2CCC(n3cnc4cc(C(F)(F)F)ccc43)CC2)cc1	12	8%	i	-8%	-7%	-4%	3%	1	20%
COc1cccc(-c2nc(CS(=O)CC(=O)NCCCOC(C)C)c(C)o2)c1 (configuration not stated)	4	-6%	i	-9%	14%	-2%	9%	7	-8%	PMK inhibit pilot replicates=3.5;MK inhibit pilot replicates=3.0;Spn DPM-DC inh pilot screen %=1.0
Additional structures.
SMILES	PMK inhibit	Bfl-1 inhibitors	Spn DPM-DC inh	HPDE-C7 cytotoxicity	HT1080 viability	KRASV12 cytotoxicity	TNAP inhibition	MK inhibit	LYP phosphatase	others
CCCS(=O)(=O)N1CCCC(C(=O)NCCc2ccc(OC)c(OC)c2)C1 (configuration not stated)	7	1%	i	-13%	14%	-15%	-2%	0	8%
NC(=O)COC(=O)c1ccc(Oc2ccccc2)cc1	22	-10%	i	0%	8%	-3%	4%	0	0%
O=C(CSc1nc(-c2ccco2)cc(C(F)(F)F)n1)Nc1ccc(C(=O)N2CCCCC2)cc1	1	-9%	i	1%	.	3%	18%	7	10%
CC(=O)N(CC1CCCO1)c1nnc(-c2cnccn2)s1 (configuration not stated)	0	2%	i	2%	6%	1%	10%	0	-3%
COCCNC(=O)Cn1c(=O)n(Cc2ccc(C(=O)NCc3ccco3)cc2)c(=O)c2ccccc21	7	-7%	i	-21%	1%	-9%	-2%	6	2%
NS(=O)(=O)c1ccc(CCNC(=O)CCCC2=NS(=O)(=O)c3ccccc3N2)cc1	12	-8%	i	3%	-6%	1%	10%	1	.
Cc1ccc(C)c(/C(O)=C2\C(=O)C(=O)N(Cc3cccnc3)C2c2cccnc2)c1 (configuration not stated)	11	-4%	i	3%	5%	4%	-7%	2	.
Cc1nnc(C)n1/N=C/c1ccccn1	1	2%	i	-22%	-6%	-27%	5%	6	4%
COc1cc2c(cc1OC)CN(C(=O)CSc1nnc3scc(-c4ccccc4)n13)CC2	6	0%	+	-15%	.	1%	16%	5	.	PMK inhibit pilot replicates=1.0;MK inhibit pilot replicates=9.5;Spn DPM-DC inh pilot screen %=1.5*
CCn1c(=O)c(C(=O)NCc2ccccn2)c(O)c2ccccc21	2	0%	i	11%	-5%	13%	7%	6	.

Random excerpt: 3 records from the list, in no set order.
SMILES	PMK inhibit	Bfl-1 inhibitors	Spn DPM-DC inh	HPDE-C7 cytotoxicity	HT1080 viability	KRASV12 cytotoxicity	TNAP inhibition	MK inhibit	LYP phosphatase	others
NS(=O)(=O)c1ccc(CCNC(=O)CCCC2=NS(=O)(=O)c3ccccc3N2)cc1	12	-8%	i	3%	-6%	1%	10%	1	.
CCn1c(=O)c(C(=O)NCc2ccccn2)c(O)c2ccccc21	2	0%	i	11%	-5%	13%	7%	6	.
NC(=O)COC(=O)c1ccc(Oc2ccccc2)cc1	22	-10%	i	0%	8%	-3%	4%	0	0%
